Cav32 inh – human Cav3.2 channel inhibition, primary screen; Cav3.2-expressing cells, Fluo-4 calcium fluorescence FDSS; active compounds read low; B-score at 10 µM; AID 449739; 4% of 100,000 active;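 active = single-dose well whose peak fluorescence ratio is a statistical outlier from its plate by either plate-standardised score or position-corrected B-score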
The depositor's hits bear a star.

compound	Cav32 inh
O=C(Nc1ccccc1)NC1(C(=O)NCc2cccs2)CCCCC1	0.97
CCOC(=O)N1CCC(NC(=O)c2cc(S(=O)(=O)N3CCOCC3)ccc2F)CC1	1.1
COc1ccc(NC(=O)CN2CCC3(O)CCCCC3C2c2ccccc2OC)cc1 (stereo not given)	0.91
O=c1c(-c2ccnn2-c2cccc(Cl)c2)cnc2n1CCS2	1.3
CCCCCn1c(=O)[nH]c2cc(C(=O)N3CCN(Cc4ccc5c(c4)OCO5)CC3)ccc2c1=O	1.4
CCCN1C(=O)c2ccccc2NC1c1ccc(OC)cc1O (stereo not given)	0.15
Cn1c(SCC(=O)N/N=C/C=C\c2ccco2)nc2ccccc21	0.98
CCOc1ccc2cc(C#N)c(SCC(=O)NC(C)CC)nc2c1 (stereo not given)	-0.008
Cc1nc(SC2C=CS(=O)(=O)C2)n[nH]1 (stereo not given)	-0.0041
CC(C)(C)c1cnnn1-c1ccc(NC(=O)c2ccc(Br)o2)cc1	-0.11
Cc1nn(C(C)C(=O)NNC(=S)Nc2ccc(Cl)cc2)c(C)c1[N+](=O)[O-] (stereo not given)	-2.2
CC1Cc2ccccc2N1C(=O)CSc1nnc(CSc2ncccn2)n1C (stereo not given)	-0.071
CCOC(=O)c1cccc(NC(=O)Cn2c(CC(=O)NC)nc3ccccc32)c1	0.037
Clc1ccc(-c2cc(CSc3ccccc3)on2)cc1	0.0016
Cc1nc(SC(C(=O)c2ccccc2)c2ccccc2)n[nH]1 (stereo not given)	0.088
CC(=O)c1ccc(N(C)C)c2c(N(C)C)cccc12	-2.1
CCN(CC)CC(=O)Nc1ccc2c(c1)Nc1ccccc1CC2	0.24
Cc1nc(SCC(=O)c2ccc(Cl)cc2)c([N+](=O)[O-])[nH]1	0.12
COc1cccc(OCCCCN2CC(C)OC(C)C2)c1 (stereo not given)	0.31
CCOC(=O)C1CCCN(C(=O)c2ccc3c(=O)n(CCOC)c(=S)[nH]c3c2)C1 (stereo not given)	-0.084
COc1ccc(OCC(=O)Nc2cccc(-c3nc4ccccc4[nH]3)c2)cc1	-1.9
O=C(Cn1cnc2c(nnn2Cc2ccccc2)c1=O)N1CCN(c2ccccc2)CC1	1.4
O=C(COC(=O)c1cc(S(=O)(=O)NCc2ccccc2)ccc1O)NCc1ccccc1	-1.8
O=C(c1ccccc1)C(Sc1ncn[nH]1)c1ccccc1 (stereo not given)	-0.14
N=c1c(C(=O)NCc2ccco2)cc2c(=O)n3ccccc3nc2n1CCc1ccccc1	-2.1
CCN(CC)CCNC(=O)C(C)c1nn(C)c(=O)c2ccccc12 (stereo not given)	0.89
CCn1c(=O)n(CC)c2cc(S(=O)(=O)N3CCC(c4ccccc4)CC3)ccc21	-1.1
CCOC(=O)N1CCN(Cc2cn3ccccc3n2)CC1	-0.00037
COc1ccc(C(C)(C)C)cc1NC(=O)COC(=O)c1cnc(C)cn1	-0.96
O=c1c2ccccc2[nH]c(=S)n1CCCN1CCN(C2CCCCC2)CC1	0.65
COc1ccc(S(=O)(=O)NC2CC3CCC2C3)cc1Cl (stereo not given)	-2.8
C=C1CCN([C@@H](Cc2ccccc2)C(=O)NCc2ccccc2)S(=O)(=O)c2ccccc21	-1.5
COc1ccc(C(C(=O)NC2CCCCC2)N(C(=O)c2cccs2)c2ccc3c(c2)OCO3)cc1 (stereo not given)	-0.086
CCOC(=O)N1CCN(Cc2nc(-c3ccc(Cl)cc3)no2)CC1	0.081
CSCCC1NC2(C(=O)Nc3c(Cl)cccc32)[C@@H]2C(=O)N(C3CCCC3)C(=O)[C@H]12 (stereo not given in full)	1
O=C(Nc1ccccc1N1CCN(c2ccccc2)CC1)C12CC3CC(CC(C3)C1)C2	-3.3
O=S(=O)(c1ccc(OCC(O)CN2CCN(c3ccccc3)CC2)cc1)N1CCOCC1 (stereo not given)	-0.1
CCCc1n[nH]c(=O)[nH]1	0.2
CCOC(=O)c1ccc(NC(=O)Cn2nnc(-c3ccccc3)n2)cc1	-1.8
Cc1cc(NC(=O)c2cc(C(C)C)on2)nn1Cc1ccc(Cl)cc1	-7.1*
Cc1ccc(-c2c(C)n([O-])c3c([n+]2=O)CCCC3)o1	-0.13
COc1ccc(C(=O)NNC(=S)NC(=O)c2ccco2)cc1	-5.5*
COc1cc2c(cc1OC)C(/C(C#N)=N\O)=NC(C)(C)C2	0.042
Cc1ccc(C)c(NC(=O)c2nc(-c3ccccc3)n(-c3ccccc3)n2)c1	-5.8*
CCCn1nnnc1SCC(=O)N1CCCc2ccccc21	-0.15
Cc1ccc(NC(=O)CS(=O)CC(=O)Nc2cccc(C)c2C)cc1F (stereo not given)	-1.4
CCn1c(CSc2nc3ccccc3s2)n[nH]c1=S	0.24
CNC(=O)Nc1cccc(NC(=O)NC)n1	0.15
c1cc2nnnn2nc1N1CCCCC1	0.0017
O=S(=O)(c1cccc(-c2nc3ccccc3s2)c1)N1CCCC1	-3.1
COc1ccc(CNC(=O)c2ccc(N3CCC4(CC3)CC(c3ccc(Cl)cc3)=NO4)c(NC(=O)c3ccccc3)c2)cc1	0.016
Cc1ccc(-c2noc(CCC(=O)N(C)c3ccccc3C)n2)cc1	-5.6*
COc1cccc2c1OC[C@@H](CO)[C@H]2N(C)C(=O)Nc1ccc(Cl)cc1	-0.26
O=C(Nc1nc(-c2ccccn2)cs1)C1CC1	-0.54
COc1ccc(C(=O)C2CCN(C(=O)c3ccc(C)cc3)CC2)cc1	0.74
Cc1cc(=O)oc(C)c1C(=O)OCC(=O)c1ccccc1	0.83
CC1(C)CC(=O)C=C(NC2CCCCCCC2)C1	1.1
O=C1C2CCCN2c2ccc(S(=O)(=O)N3CCOCC3)cc2N1Cc1ccccc1F (stereo not given)	0.51
COC(=O)C1CCN(C(=O)C(C)Oc2ccc(Cl)cc2Cl)CC1 (stereo not given)	-0.83
COc1ccc(Nc2oc(COc3ccc(OC)cc3)nc2C#N)cc1	-1.9

Additional records:
compound	Cav32 inh
Cc1ccnc(SCC(=O)N2CCN(c3cccc(Cl)c3)CC2)n1	0.85
CCC(Sc1nnc(C)s1)C(=O)Nc1nccs1 (stereo not given)	-0.0082
Cc1cc(-c2c(C)n([O-])c(C)c(C)[n+]2=O)ccc1F	-0.88
COC(=O)C1=C(C)N(CCCC(=O)O)C(=O)NC1c1ccccc1OS(=O)(=O)c1ccc([N+](=O)[O-])cc1 (stereo not given)	1.1
O=c1oc2ccccc2c(Nc2ccccc2)c1[N+](=O)[O-]	-0.37
CN1CCN(Cc2nc(N)nc(Nc3ccc4c(c3)OCCO4)n2)CC1	0.68
COc1cc(C2C(C#N)=C(N)N(c3cccnc3)C3=C2C(=O)CC(C)(C)C3)ccc1O (stereo not given)	0.75
COc1ccc(C(=O)NCc2cn3ccccc3n2)cc1	0.39
CCOC(=O)c1[nH]c(C)c(C(=O)N(CC)CC)c1C	0.33
CSc1nc(SCC(=O)NC(c2ccccc2)c2ccccc2)c2c3c(sc2n1)CN(C)CC3	-1.9
COc1ccccc1C(=O)NCCn1cc(SCC(=O)Nc2cc(C)on2)c2ccccc21	-1.1
CCc1nnc(SCc2ccc(CSc3nnc(CC)n3N)cc2)n1N	-1.6
CC(C)(C)C(=O)Cn1c(=N)n(Cc2ccccc2)c2ccccc21	-4.1
CSc1nc(C)c(CCOC(=O)c2cccc(C)c2)c(=O)[nH]1	-0.52
CCOC(=O)CC1=CC(C)(CC(=O)OCC)C(C#N)(C#N)C(N)=C1C#N (stereo not given)	0.081
NC(=O)[C@H]1CC2(CC(c3cccc(NC(=O)c4ccccc4)c3)=NO2)CN1C(=O)[C@H]1CCC(=O)N1 (stereo not given in full)	0.91
Cc1nn(-c2ccc(F)cc2)c(Cl)c1/C=C(\CC(=O)O)c1nc2ccccc2s1	-1.9
CCOC(=O)C1=C(Cn2ccc(C(F)(F)F)n2)NC(=O)NC1c1ccc2c(c1)OCO2 (stereo not given)	1.6
CC[n+]1cc(-c2ccccc2)nc(N2CCOCC2)n1	0.4
N#Cc1c(-c2ccc(Cl)cc2Cl)nc2n(c1=O)CCS2	-0.94

Next section (five carried over from the part before).
compound	Cav32 inh
NC(=O)[C@H]1CC2(CC(c3cccc(NC(=O)c4ccccc4)c3)=NO2)CN1C(=O)[C@H]1CCC(=O)N1 (stereo not given in full)	0.91
Cc1nn(-c2ccc(F)cc2)c(Cl)c1/C=C(\CC(=O)O)c1nc2ccccc2s1	-1.9
CCOC(=O)C1=C(Cn2ccc(C(F)(F)F)n2)NC(=O)NC1c1ccc2c(c1)OCO2 (stereo not given)	1.6
CC[n+]1cc(-c2ccccc2)nc(N2CCOCC2)n1	0.4
N#Cc1c(-c2ccc(Cl)cc2Cl)nc2n(c1=O)CCS2	-0.94
C=CCN1c2ccccc2[C@]23C[C@@H](C(=O)OC)N(C(=O)NC4CCCC4)C2=NC(C(=O)OC)=C(C(=O)OC)[C@H]13	-3
CC1(C)[C@H](C(=O)O)N2C(=O)C[C@H]2S1(=O)=O	-2.3
Cc1cc(NC(=O)c2ccc(Br)c(S(=O)(=O)N3CCCC3)c2)no1	-0.33
Cn1c(OCc2cccnc2)nc2c1c(=O)n(Cc1ccccc1)c(=O)n2C	2.2
Cc1ccccc1S(=O)(=O)c1c(C)cc(C)n(C(C)C)c1=O	-4
CCCCN(CCCC)S(=O)(=O)c1ccc(SCC(=O)OCC)c([N+](=O)[O-])c1	-3.1*
Cc1noc(NS(=O)(=O)c2ccc(N3CC(O)=C(c4ccccc4)C3=N)cc2)c1C	-0.07
CC(C)C(C(=O)C=[N+]=[N-])N1C(=O)c2ccccc2C1=O (stereo not given)	-0.12
COc1ccc(C2=NOC(C(=O)Nc3cc(Br)ccc3O)C2)cc1OC (stereo not given)	-0.34
O=C(Nc1ccon1)c1csc2ccccc12	0.87
Cc1ccc(S(=O)(=O)N2CCC(N3CCCCCC3)CC2)cc1	0.15
CN1CCN(C(=O)c2ccc(CS(=O)(=O)c3c(Cl)cccc3Cl)o2)CC1	0.11
O=C(CSc1n[nH]c(-c2cccs2)n1)N1CCCc2ccccc21	-0.0081
COc1cc(O)c(C(CCN2CCOCC2)c2ccc3c(c2)OCO3)c(OC)c1 (stereo not given)	-1.3
Cn1c(CNC(=O)Nc2ccccc2Cl)nnc1SCc1ccccc1	-0.64
CCOC(=O)c1ccc(NCc2nc3ccccc3[nH]2)cc1	-0.13
COC(CCN(C)C)(c1ccccc1)c1ccccc1	1
COc1ccc(/C=N/NS(=O)(=O)c2ccc(C)cc2)cc1OC(=O)c1ccc(C)cc1	-1.2
Cc1ccc2[nH]c3c(NCc4ccco4)ncnc3c2c1	-0.039
COc1ccc(C2CCCN2C(=O)c2cccs2)cc1 (stereo not given)	-0.33
CC(=O)NC(Cc1c[nH]c2ccccc12)C(=O)O (stereo not given)	1.5
O=C(Oc1cccc2cccnc12)c1cccc(-n2cnnn2)c1	1.3
CCN(CC(F)(F)C(F)F)S(=O)(=O)c1ccc(NC(=O)OC)cc1	-0.48
OCCN1CCN(C(=S)c2ccc(Cl)c(Cl)c2)CC1	0.71
CC(C)(C)c1nc2scc(-c3ccc(Cl)cc3)c2c(=O)o1	0.36
COc1ccc(CCNc2nc(C)cc(=O)[nH]2)cc1OC	0.73
O=C(O)C(CCCCN1C(=O)c2ccccc2C1=O)N1C(=O)c2ccccc2C1=O (stereo not given)	-0.29
Cn1c(=O)cc(OCC(=O)N2CCCc3ccccc32)c2ccccc21	-0.26
COc1ccc(-n2c(SCC(=O)NCC3CCCO3)nc3ccccc32)cc1 (stereo not given)	-0.54
O=C(Nc1ccc(C#Cc2ccccc2)cc1)C1CC1	0.042
O=C(CC(NS(=O)(=O)c1ccc(Cl)cc1)c1ccco1)NCc1cccnc1 (stereo not given)	-0.63
CN(C)S(=O)(=O)c1ccc(C(=O)N2CCN=C2SCc2cccnc2)cc1	0.063
CCOc1ccc(C(=O)/C=C/c2ccccc2C(F)(F)F)cc1	0.06
CCOC(=O)c1oc2ccccc2c1CSc1nnc(-c2ccco2)o1	-3.9
O=C(NC1CCCC1)c1cccnc1N1CCCCCC1	0.6
CC1(C)CC(=O)c2cc(OCC(=O)NCCN3CCOCC3)ccc2O1	0.47
CCOC(=O)c1c(NC(=O)CN2CCOCC2)sc2c1CCCC2=O	1.6
COC(=O)c1ccccc1NC(=O)Oc1ccc(F)cc1	-0.27
Cc1c(NC(=O)NC(=O)c2ccc(F)cc2)c(=O)n(-c2ccccc2)n1C	-0.14
CCOC(=O)Cc1csc(NC(=O)CSc2nnc(C)n2C)n1	4.8e-05
CCN=C1S/C(=C\c2ccc(Sc3ccc(Cl)cc3)o2)C(=O)N1CC	-0.63
N#CC1=C(N)OC2=C(C(=O)CCC2)C1c1ccsc1 (stereo not given)	-0.9
Nc1ccccc1SCC(=O)Nc1ccc(N2CCOCC2)cc1	0.62

Pulled by compound from the entries so far (7):
compound	Cav32 inh
O=C(O)C(CCCCN1C(=O)c2ccccc2C1=O)N1C(=O)c2ccccc2C1=O (stereo not given)	-0.29
O=C(Nc1ccc(C#Cc2ccccc2)cc1)C1CC1	0.042
CCOC(=O)c1c(NC(=O)CN2CCOCC2)sc2c1CCCC2=O	1.6
O=C(Oc1cccc2cccnc12)c1cccc(-n2cnnn2)c1	1.3
OCCN1CCN(C(=S)c2ccc(Cl)c(Cl)c2)CC1	0.71
Cn1c(=O)cc(OCC(=O)N2CCCc3ccccc32)c2ccccc21	-0.26
O=C(NC1CCCC1)c1cccnc1N1CCCCCC1	0.6

Not all compounds are listed; the hit share may differ from the screen's.
